ST2 IL33 inh: inhibitors of human ST2 (IL1RL1) binding to IL-33; AlphaLISA ST2-Fc/biotin-IL-33 interaction, 1 h; Q01638; 78,000 tested, 2.3% active; inhibition, % for hits at 17 µM; in the data active = inhibition above about 30%; inconclusive = mostly about 10% to 28%
Target sequence (Q01638 whole entry, looked up): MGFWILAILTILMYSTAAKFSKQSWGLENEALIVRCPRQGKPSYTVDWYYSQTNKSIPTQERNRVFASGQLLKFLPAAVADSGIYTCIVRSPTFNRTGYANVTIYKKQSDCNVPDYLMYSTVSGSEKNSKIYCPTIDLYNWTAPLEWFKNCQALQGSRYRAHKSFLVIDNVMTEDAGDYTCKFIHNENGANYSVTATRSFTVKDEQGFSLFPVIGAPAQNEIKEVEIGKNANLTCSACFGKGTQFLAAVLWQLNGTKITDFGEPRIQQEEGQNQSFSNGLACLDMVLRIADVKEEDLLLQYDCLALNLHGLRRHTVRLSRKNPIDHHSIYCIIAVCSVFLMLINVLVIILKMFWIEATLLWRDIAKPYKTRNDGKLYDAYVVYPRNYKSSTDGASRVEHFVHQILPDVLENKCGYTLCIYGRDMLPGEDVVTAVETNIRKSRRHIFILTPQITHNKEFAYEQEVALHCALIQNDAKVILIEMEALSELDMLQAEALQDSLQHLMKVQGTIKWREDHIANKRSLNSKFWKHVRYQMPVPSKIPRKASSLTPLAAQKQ
Calls only; i = inactive; u = inconclusive.

SMILES	ST2 IL33 inh
O=C(CSc1nnc(-c2ccco2)n1-c1ccccc1)c1ccc(Cl)cc1	i
COc1ccc(N2CCN(Cc3cccc(OC)c3OC)CC2)cc1	u
O=S(=O)(N=C(Nc1ccc(Br)cc1)c1ccccc1)c1ccccc1	i
COCCNC(=O)C(NC(=O)C1CCC(C)CC1)C(C)C (centres undefined)	i
CCOc1cc2c(cc1OCC)C1C(C(=O)N(CC)CC)c3ccccc3C(=O)N1CC2 (centres undefined)	i
COc1ccc2cc3cc(C(=O)Nc4cc(OC)c(OC)c(OC)c4)oc3nc2c1	u
CCC(=O)N1CCc2cc(Br)cc(S(=O)(=O)NCc3ccc(Cl)cc3)c21	i
CCOC(=O)c1c(NC(=O)C(C)Sc2cn(CC)c3ccccc23)sc2c1CCC2 (centres undefined)	u
CC(Oc1ccccc1)C(=O)N1CCN=C1SCc1ccc(Br)cc1 (centres undefined)	i
Cn1cc(CC(=O)NC2CCCC2)c2ccccc21	i
CCC(C)c1ccc(OCCn2ccnc2)cc1 (centres undefined)	u
Cn1nc2c(c1C(=O)NCc1n[nH]c3c1CCC3)CCCC2	i

The closing two records of the section above open the next one.
SMILES	ST2 IL33 inh
CCC(C)c1ccc(OCCn2ccnc2)cc1 (centres undefined)	u
Cn1nc2c(c1C(=O)NCc1n[nH]c3c1CCC3)CCCC2	i
COc1ccc(NS(=O)(=O)c2ccc3c(c2)CCC(=O)N3)cc1Cl	i
CC(=O)c1ccc(N2CCN(C(=O)Cn3c(=O)[nH]c4ccsc4c3=O)CC2)cc1	i
OCC1(Cc2ccccc2)CCN(Cc2cc3ccccc3s2)CC1	i
COc1ccc(CN2CCCN(CC(=O)Nc3ccc4c(c3)OCCO4)S2(=O)=O)cc1	i
Cc1cccc(NC(=O)c2sc3[nH]c(=O)c(C(=O)O)cc3c2N)c1	u
CCSc1nnc(NS(=O)(=O)c2ccc(Br)cc2)s1	i
CCc1nc(C)c(C(=O)N2CCC(c3[nH]ncc3-c3cccc(C)c3)CC2)o1	u
CCCOc1ccc(C(=O)N2CCCC2)cc1OC	i
CN1CCn2nc(C(=O)NCC3CC(=O)N(C4CCCC4)C3)cc2C1 (centres undefined)	i
COc1ccc(N(C)S(=O)(=O)c2c(C)[nH]c(=O)[nH]c2=O)c(OC)c1	i
CCc1nc(N2CCC(C)CC2)c(C#N)c2c1CCCC2	i
Cc1oc2ccc(OCC(=O)C(C)(C)C)cc2c1C(=O)OC(C)C	i

(next part)
SMILES	ST2 IL33 inh
O=C(Nc1ccc(F)cc1)C1CCCN(S(=O)(=O)c2cnc[nH]2)C1 (centres undefined)	i
O=C1CC(c2cc(F)ccc2-n2cccn2)c2cc3cn[nH]c3cc2N1 (centres undefined)	i
CC(=O)NC(C)C(=O)CCCCC(C)C(=O)O (centres undefined)	i
Cc1ccn2c(NC(=O)c3ccc(F)cc3)c(-c3cccs3)nc2c1	u
CC(C)Oc1ccc(C2N3CC4(C)CN2CC(C)(C3)C4O)cc1 (centres undefined)	i
CNC(=O)COc1ccc(C23CC4CC(CC(C4)C2)C3)cc1	i
COc1cc(CN2CCN(c3ccc(C)cc3)CC2)cc([N+](=O)[O-])c1O	u
CCOc1ccc(N(C(C)C(=O)Nc2ccc(C)c(Cl)c2)S(C)(=O)=O)cc1 (centres undefined)	i
O=C(NC(c1ccccc1)c1ccccc1)c1ccccc1Cl	u
Cc1ccc(-c2csc3ncnc(N4CCN(c5ccccn5)CC4)c23)cc1	i
CC1CCc2c(sc(NC(=O)c3sc4ccccc4c3Cl)c2C(N)=O)C1 (centres undefined)	i
COCCCNC(=O)c1ccc(N(Cc2ccccc2Cl)S(C)(=O)=O)cc1	i

The listing continues.
SMILES	ST2 IL33 inh
CC(C)=CCC[C@](C)(O)[C@H]1CC[C@]2(C)[C@@H]1[C@H](O)CC1[C@@]3(C)CC[C@H](O)C(C)(C)C3[C@@H](O[C@@H]3O[C@H](CO)[C@@H](O)[C@H](O)[C@H]3O[C@@H]3OC[C@@H](O)[C@H](O)[C@H]3O)C[C@]12C (some centres undefined)	u
Cc1ccc(NC(=O)Cc2cn(C)c3ccccc23)nc1	i
Cn1cc(C(=O)NCCCN2CCOCC2)c2c3ccccc3n(C)c2c1=O	i
O=C(COc1ccccc1)N1CC[C@H](c2nnc(-c3cccnc3)o2)C1	i
Oc1cccc(-c2cn(C(Cn3ccnc3)c3ccccc3)nn2)c1 (centres undefined)	i
CCc1nnc(NC(=O)c2ccc(S(=O)(=O)N3CCCCC3C)cc2)o1 (centres undefined)	i
COc1ccccc1NC(=O)c1ccc(Br)c(S(=O)(=O)N2CCCC2)c1	i
O=C(Nc1cccc([N+](=O)[O-])c1)C(Cc1ccccc1)N1C(=O)C2C3CCC(C3)C2C1=O (centres undefined)	u
COc1ccccc1NC(=O)N1CCC(n2c(C)nc3cccnc32)CC1	i
Cc1ccc(S(=O)(=O)Nc2ccc(Cl)cc2)cc1[N+](=O)[O-]	i
CCN(CC)CCNC(=O)c1cc(S(C)(=O)=O)ccc1OC	i
O=C1CCC(C(=O)N2CCCC(CO)(Cc3ccc(F)cc3)C2)=NN1 (centres undefined)	i

Molecules shown so far with an aryl methoxy group (10):
SMILES	ST2 IL33 inh
COc1ccc(N2CCN(Cc3cccc(OC)c3OC)CC2)cc1	u
COc1ccc2cc3cc(C(=O)Nc4cc(OC)c(OC)c(OC)c4)oc3nc2c1	u
COc1ccc(NS(=O)(=O)c2ccc3c(c2)CCC(=O)N3)cc1Cl	i
COc1ccc(CN2CCCN(CC(=O)Nc3ccc4c(c3)OCCO4)S2(=O)=O)cc1	i
CCCOc1ccc(C(=O)N2CCCC2)cc1OC	i
COc1ccc(N(C)S(=O)(=O)c2c(C)[nH]c(=O)[nH]c2=O)c(OC)c1	i
COc1cc(CN2CCN(c3ccc(C)cc3)CC2)cc([N+](=O)[O-])c1O	u
COc1ccccc1NC(=O)c1ccc(Br)c(S(=O)(=O)N2CCCC2)c1	i
COc1ccccc1NC(=O)N1CCC(n2c(C)nc3cccnc32)CC1	i
CCN(CC)CCNC(=O)c1cc(S(C)(=O)=O)ccc1OC	i

The list goes on:
SMILES	ST2 IL33 inh
C=CCN(C(=O)CSc1cc(=O)n(C)c2ccccc12)c1ccccc1	i
CCC1=C(c2ccc(OC)cc2)S(=O)(=O)N(CC(=O)NCCC(C)C)C1=O	u
Cc1ccccc1CSc1nc2n(n1)C(c1ccc([N+](=O)[O-])cc1)C1=C(CCCC1=O)N2 (centres undefined)	i
CCN(CC)CCNC(=O)c1ccc(CS(=O)(=O)c2c(Cl)cccc2Cl)o1	i
COc1ccc2cc3cc(C(=O)NCc4ccc(F)cc4Cl)oc3nc2c1	i
CC(C)(C)n1nc2c(c1NC(=O)c1ccc(S(=O)(=O)N3CCCCC3)cc1)CS(=O)C2 (centres undefined)	i
O=C(c1cccc(S(=O)(=O)N2CCCCCC2)c1)N1CCN(c2ccccc2)CC1	u
COc1cccc(-c2nnnn2[C@H]2CO[C@H]3[C@@H]2OC[C@@H]3NC(=O)c2ccc(C)cc2)c1	u
C/C=C/C=C/[C@H]1Cc2cc(O)cc(O)c2O1	i
O=C(c1cnn2c1CCCC2)N1CCCC1c1ccccn1 (centres undefined)	i
Cc1cc(=O)oc(C)c1C(=O)NCC(C)CN1CCC(C)CC1 (centres undefined)	i
CCCCN(CCCC)S(=O)(=O)c1ccc2c3c(cccc13)C(=O)N2	i

The listing continues.
SMILES	ST2 IL33 inh
CC(C)Sc1oc(-c2cccs2)nc1S(=O)(=O)c1ccccc1	i
CN1C(=O)C2(CCN(C(=O)CCc3cc(=O)[nH]o3)CC2)c2ccccc21	u
CCN(CC)C(=O)c1cc2c(=O)n3ccccc3nc2n1C	i
COc1cc(S(=O)(=O)NCc2ccc3c(c2)OCO3)ccc1Cl	i
COCC1CCCN(C(=O)c2ccc(N(C)Cc3ccsc3)nc2)C1 (centres undefined)	i
COc1cccc([C@@H]2CCCN(Cc3cc4n(n3)CCCNC4)C2)c1	i
COc1ccc(C2CC(=O)C3=C(C2)Nc2ccccc2NC3c2ccccc2OC)cc1OC (centres undefined)	i
O=C(Nc1ccc(Cl)cc1)c1ccc([N+](=O)[O-])o1	u
COc1ccc(NC(=O)Cc2ccccc2[N+](=O)[O-])cc1OC	i
CCOC(=O)c1oc2ccccc2c1NC(=O)c1c(-c2ccccc2Cl)noc1C	i
Cc1ccc(S(=O)(=O)N[C@@H](Cc2ccccc2)C(=O)CCl)cc1	i
COc1ccc(C2SCCN2S(=O)(=O)c2ccc(-c3ccccc3)cc2)cc1OC (centres undefined)	i

(cont.)
SMILES	ST2 IL33 inh
O=C(O)c1cccc(S(=O)(=O)Nc2ccc(F)cc2)c1	i
O=C(/C=C/c1cccs1)N1CCC2(CCCN(CC3CCCCC3)C2)C1 (centres undefined)	u
Cc1ccc(NC(=O)c2ccco2)cc1	u
COc1ccccc1C(=O)Nc1ccc2oc(-c3ccncc3)nc2c1	u
COc1cccc(OC)c1OC	i
O=C(NCCc1csc(-c2ncccn2)n1)C1CC2(CCNCC2)CN1 (centres undefined)	u
NC(=O)c1ccnc(N2CC[C@@H](N3CCOCC3)[C@H](O)C2)c1	u
Cc1ncccc1C(=O)N1CCOC(Cc2cccc(C(F)(F)F)c2)C1 (centres undefined)	u
Cc1ccc(CSc2nc3c(c(=O)n2-c2ccc(F)cc2)SCC3)cc1	u
CC1=C(C)CS(=Nc2ccccc2)N(S(=O)(=O)c2ccccc2)C1 (centres undefined)	i
Cn1c(=O)c2c(SCC(=O)Nc3ccccc3)nc(-c3cccs3)nc2n(C)c1=O	i
CN(C)c1nc2c(c(N(C)C)n1)CCN(C(=O)CCc1cc(=O)[nH]o1)C2	i

Carrying on.
SMILES	ST2 IL33 inh
CCc1nnc(NC(=O)CSc2nc(=O)cc(N)n2-c2ccccc2)s1	i
COc1ccc(Cl)cc1NC(=O)C(Cc1ccccc1)NS(=O)(=O)c1cccs1 (centres undefined)	i
CC(=O)Cc1nsc(NC(=O)c2cccc(F)c2)n1	i
CN(Cc1cc(C(C)(C)C)n[nH]1)c1nccc(N2CCCC(O)C2)n1 (centres undefined)	i
OC(CC#CN1CCCCC1)(c1ccccc1)C1CCCC1 (centres undefined)	i
CCS(=O)(=O)N1CCCC(C(=O)NC2CC2)C1 (centres undefined)	u
CCOC(=O)c1ccc(N2C(=O)C(O)=C(C(C)=O)C2c2ccc(Cl)cc2)cc1 (centres undefined)	i
COCCC1CN(C(=O)c2cc(C)nc(C)n2)CCO1 (centres undefined)	u
Clc1nc(N2CCCCC2)nc(N2CCOCC2)n1	i
COc1ccc(-c2nccn2CCc2ccc(S(N)(=O)=O)cc2)cc1	u
Cc1cccn2c(=O)c3cc(C(=O)N(Cc4ccccc4)Cc4ccccc4)n(C)c3nc12	u
O=C(c1cn2c(n1)CNCC2)N1C[C@@H]2C[C@H](C1)[C@@H]1CCCC(=O)N1C2	i

(list continues)
SMILES	ST2 IL33 inh
COc1cccc(NC(=O)Cn2c(=O)n(-c3ccccc3)c(=O)c3sccc32)c1	i
COC(=O)C1C(=O)C2=C(CC1C)NC(C)=C(C(=O)OC1CCCC1)C2c1ccc(Cl)cc1 (centres undefined)	i
CCCCCCCCCCCCCCCCCCOC[C@H](COP(=O)([O-])OCC[N+](C)(C)C)OC	i
O=C(NC(NCc1cccnc1)C(Cl)(Cl)Cl)c1ccc(Br)cc1 (centres undefined)	i
C=CC/C=C\C/C=C\CCCCCCCc1cccc(O)c1C(=O)O	i
O=C1CCc2cc(S(=O)(=O)N3CCN(c4cccc(Cl)c4)CC3)ccc2N1	i
OCCOCCN1CCN(Cc2ccc(Br)cc2)CC1	i
N=c1c(C(=O)NCc2ccco2)cc2c(=O)n3ccccc3nc2n1CCCO	i
COc1cccc(OCC(O)CNC(=O)C2CCN(c3nc(C)c4ccccc4n3)CC2)c1 (centres undefined)	u
COc1cccc(C(=O)NCC2Cc3cc(C)cc(-c4cc(C(C)=O)ccc4F)c3O2)c1OC (centres undefined)	i
COc1ccc(-c2nc(CN3CCSCC3)c(C)o2)c(OC)c1C	u
CCc1cn[nH]c1C1CCN(C(=O)c2cccc3c2NCCC3)CC1	u

Next records:
SMILES	ST2 IL33 inh
COc1ccccc1NC(=O)NCCc1nc2cccnc2n1C1CCCCC1	u
C1CN(C2C3CC4CC(C3)CC2C4)CCO1 (centres undefined)	i
Cc1ccc(OCc2cc(=O)n3oc(C)cc3n2)c(NC(=O)c2ccc(Br)cc2)c1	i
CCOC(=O)C1(Cc2ccccc2Cl)CCN(C(=O)c2cccs2)CC1	i
Cc1ccc(C2=Nn3cnnc3SC2)cc1	i
Cc1cccn2c(CC(=O)NC3CCC(n4cnnc4)CC3)cnc12 (centres undefined)	i
Cn1c(=O)c2c(nc(N3CCN(c4ccccn4)CC3)n2Cc2ccccc2Cl)n(C)c1=O	i
COc1ccc(C)cc1S(=O)(=O)N1CCC(CCC(=O)Nc2cccc(C)c2)CC1	i
CC(=O)c1sc(NC(=O)c2ccc(S(=O)(=O)N3CCc4ccccc43)cc2)nc1C	i
O=C(Nc1ccc(Cl)c(C(F)(F)F)c1)C1CCN(C(=O)c2ccccc2)CC1	i
COc1ccc(CCC(=O)NC2CC(=O)N(c3ccc(OC)cc3)C2)cc1 (centres undefined)	i
Cc1ccc(C(c2c(C)[nH][nH]c2=O)c2c(C)[nH][nH]c2=O)o1	i

The list goes on.
SMILES	ST2 IL33 inh
COc1ccc(OC(C)C(=O)Nc2ccccc2Cl)cc1 (centres undefined)	i
CC1=C(C(=O)Nc2ccccn2)C(c2ccc(Cl)cc2Cl)C2=C(CC(C)(C)CC2=O)N1 (centres undefined)	i
CCCSCCCNc1nc(-c2nnc(-c3cccc(C)c3)o2)nc2ccccc12	i
CCc1cccc(NC(=O)C2CCN(c3ccc(-c4cccs4)nn3)CC2)c1	i
CN1CCN(C2=NC(=O)/C(=C\c3ccccc3)S2)CC1	i
CC1CCC(C(=O)NC(C(=O)Nc2ccncc2)C(C)C)CC1 (centres undefined)	i

A portion of the library; count on the stated rates, not on these rows.
